Lipid storage S3: qHTS Assay for Lipid Storage Modulators in Drosophila S3 Cells. Drosophila S3 cells, BODIPY lipid droplet fluorescence, 18-24 h; cells fed with added oleic acid. 0.64% of 320,000 active. AID 2685, 2010. lipid storage change, negative = inhibition, % at the top dose, mostly 46.1 µM; hits show Potency in µM; active = well fitted inhibition curve with a large enough effect in the signal ratio, with a control signal flat, not every such curve was filed as active; inconclusive = small, poorly fitted or top-dose-only effect, or effect the other way, or a change in a side signal; the % refers to the signal ratio
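Laser-scanning cytometry quantifies lipid droplet accumulation (500–530 nm total intensity; droplet/cell object ratio) in oleic acid-fed (400 uM added) Drosophila S3 cells treated with a concentration series. 20 uM Triacsin C defined 100% inhibition.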
Lipid storage S3 cell count max: also measured in Lipid storage S3; calls as there; cell number change, %; measured here: cell count max response;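 cells counted by Cell Tracker Red CMTPX staining in the red channel; peak over a dose series mostly up to 46.1 µM; percent activity relative to internal control wells on each plate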
Numbers without * were called inactive; i = inactive; ? = inconclusive; . = no result given; & = joins results of further samples. % is set by controls: 0 for no effect and ±100 for the full control effect; potency is the fitted concentration of half-maximal effect. Not all compounds are listed; the hit share may differ from the screen's.

SMILES	Lipid storage S3	Lipid storage S3 cell count max
CCOC(=O)C1CCN(C(=O)CCc2ccc(S(=O)(=O)NCC(C)C)cc2)CC1	-19.6%	5.7
O=C(O/N=C1/CCCc2occc21)c1ccc(F)cc1	?	.
COc1ccccc1NC(=O)NC1CCCCCCC1	?	.
COc1ccc(CCNC(=O)C2CCN(C(=O)c3ccc(F)cc3)CC2)cc1	?	.
CCn1cc(C(=O)N[C@@H](CCSC)C(=O)NCCCOC)c(=O)c2cc3c(cc21)OCO3	5.7%	16.5
Cc1ccc(CNC(=O)c2ccc(NC(=O)CCS(=O)(=O)c3cccs3)cc2)cc1	i	12.1
Cc1ccc(C(=O)N/C(=C\c2ccco2)C(=O)NCc2cccnc2)cc1	10.3%	13.0
Cc1ccc(NC(=S)N2CCN(S(=O)(=O)c3c(F)cccc3F)CC2)cc1C	?	.
Cn1c(SCC(=O)N2CCc3ccccc3C2)nnc1-c1cccs1	?	.
CCOC(=O)CNC(=O)C1(c2ccccc2)CCCC1	?	.
CN(C)c1nc(Oc2ccc(N)cc2)nc(N(C)C)n1	?	.
COc1ccc(NC2=NCC(=O)N2c2ccccc2F)c(OC)c1	12.5%	2.4
COc1cc(CN2CCCC(C(=O)N3CCc4ccccc4C3)C2)cc(OC)c1OC (configuration not stated)	-15.6%	.
Cc1ccc(C=Nc2cccnc2N)cc1	6.8%	15.9
CCn1nc(C(=O)OCC(=O)c2ccc3c(c2)OCCO3)c2ccccc2c1=O	20.1%	-11.7
CCOc1ccc(S(=O)(=O)N2CCC(C(=O)N3CCOCC3)CC2)cc1C	i	18.9
Cc1ccc(-c2nc(Nc3ccc(N4CCOCC4)cc3)c3ccccc3n2)cc1	?	.
O=C(O)/C=C/C(=O)NNC(=O)c1ccc(Cl)cc1Cl	?	.
CCCC(=O)Nc1ccc2oc(-c3ccncc3)nc2c1	?	.
Cc1ccc(NC(=S)NCCCN2CCOCC2)cc1	?	.
CCOC(=O)C1=C(CC)OC(N)=C(C#N)C1c1ccc(NC(C)=O)cc1 (configuration not stated)	2.7%	5.0
CC(=O)N1c2ccc(S(=O)(=O)NCCC(=O)Nc3ccc(F)cc3)cc2CC1C (configuration not stated)	i	-6.3
COc1cc(/C=C(/NC(=O)c2ccccc2)C(=O)Nc2ccc(O)cc2)c([N+](=O)[O-])cc1OC	12.5%	8.7
CCOC(=O)/C(C#N)=C/Nc1ccsc1C(C)=O	?	.
COc1ccc(OCC(=O)N2CCOCC2)cc1	?	.
O=C(N=C1SC2CS(=O)(=O)CC2N1c1cc(Cl)ccc1Cl)C1CC1 (configuration not stated)	i	-2.4
CC(C)c1cc(C(=O)O)n(-c2ccccc2)n1	?	.
Cc1cc(C(F)(F)F)c(C#N)c(N2CCOCC2)n1	?	.
O=C(Nc1ccc(C(=O)O)cc1)Nc1cccc([N+](=O)[O-])c1	?	.
CCc1nn2c(=O)cc(CSc3nc(C)cc(=O)[nH]3)nc2s1	?	.
Cc1ccc2occ(/C=C/C(=O)c3ccccc3O)c(=O)c2c1	0.4%	4.1
CCN(c1cccc(C)c1)C(C(=O)Nc1ccc(OC)cc1)c1cc2c(cc1[N+](=O)[O-])OCO2 (configuration not stated)	18.3%	2.4
CCN(CC)CCC(c1ccc(OC)cc1)c1c(O)cc(OC)cc1OC (configuration not stated)	4.8%	14.5
O=C(COc1ccccc1)N(Cc1ccco1)c1ccc(O)cc1	-0.1%	0.3
CCOC(=O)c1cc(C(=O)NN)c(C)nc1C	18.5%	.
Cc1ccc(S(=O)(=O)NC(=O)NCc2ccc3c(c2)OCO3)cc1	i	.

Ordered by SMILES length (largest number first): some entries from above.
SMILES	Lipid storage S3	Lipid storage S3 cell count max
CCn1cc(C(=O)N[C@@H](CCSC)C(=O)NCCCOC)c(=O)c2cc3c(cc21)OCO3	5.7%	16.5
Cc1ccc(-c2nc(Nc3ccc(N4CCOCC4)cc3)c3ccccc3n2)cc1	?	.
O=C(O)/C=C/C(=O)NNC(=O)c1ccc(Cl)cc1Cl	?	.

Further entries:
SMILES	Lipid storage S3	Lipid storage S3 cell count max
COc1cccc(NC(=O)CN(C)C(=O)c2ccc(-c3ccc(Cl)cc3)o2)c1	?	.
COCCN(CCOC)Cc1c(O)ccc2c1O/C(=C\c1ccco1)C2=O	-5.3%	-8.4
Cn1c(C(=O)N[C@@H](Cc2ccccc2)C(=O)O)cc2cc(Cl)ccc21	2.3%	2.3
O=C(CN1CCN(c2cccc(C(F)(F)F)c2)CC1)N(C1CCCC1)C1CCS(=O)(=O)C1 (configuration not stated)	?	.
O=C(NC1CCS(=O)(=O)C1)c1ccc2c(c1)OCO2 (configuration not stated)	13.9%	.
CNC(=O)NC(=O)CN1C(=O)NC2(CCOc3ccccc32)C1=O (configuration not stated)	?	.
Cc1ccc(SCC(=O)OC(C)C(=O)NCc2ccccc2)cc1C (configuration not stated)	0.2%	4.1
O=c1c[n+]([O-])c2ccccc2n1OCc1c(F)cccc1F	4.6%	-4.4
Cc1ccnc(NC(=O)C2CC(=O)N(Cc3ccccc3)C2)c1 (configuration not stated)	?	.
Cc1ccc(C(C(=O)NC2CCCC2)N(C(=O)c2csnn2)c2ccccc2)o1 (configuration not stated)	?	.
Cc1nc(Nc2cc(F)ccc2C)c2nnn(Cc3ccccc3)c2n1	?	.
O=S(=O)(c1ccc(Br)s1)N1CCN(CCc2ccccc2)CC1	?	.
COc1ccc(OC)c(NC(=O)c2ccc(CN(c3cc(Cl)ccc3C)S(=O)(=O)c3ccccc3)cc2)c1	?	.
CCc1noc(C)c1C(=O)N1CCN(S(=O)(=O)c2ccc(C)cc2C)CC1	15.6%	15.1
Cc1ccccc1C(=O)N1CCC(C(=O)Nc2ccc(S(=O)(=O)N(C)C(C)C)cc2)CC1	i	8.1
COc1ccccc1CNS(=O)(=O)c1c(C)nc2scc(C)n2c1=O	?	.
Cc1cccc(NC(=O)c2c(C)nc3ccccn23)c1	6.1%	6.8
CC(C)(C)c1ccc(/C=N/OCC(=O)NCc2ccc(F)cc2)cc1	?	.
CCCCNC(=S)N=Nc1c(O)n(Cc2ccccc2)c2ccccc12	?	.
O=c1c2ccccc2nc(-c2ccco2)n1-c1nc2ccccc2s1	?	.
NS(=O)(=O)c1ccc(CCNC(=O)c2cc(-c3cccs3)nc3ccccc23)cc1	?	.
O=C(Nc1ccccc1C(F)(F)F)N1CCCCCC1	?	.
O=C(O)c1cccc(Nc2ccc([N+](=O)[O-])cn2)c1	7.3%	16.1
CC(NC(=O)Nc1ccccc1)c1ccccc1 (configuration not stated)	i	.
Cc1cc(Oc2ccccc2)nc(SCC(=O)Nc2ccc(Cl)c(Cl)c2)n1	?	.
C/C(=N\NC(=O)c1cc(C)[nH]n1)C(C)(C)C	-4.2%	-8.8
COc1ccc(-c2nc(NC3=NCCCCC3)sc2C)cc1	?	.
Cc1ccc(S(=O)(=O)CC(=O)N2CCCCCC2)cc1	?	.
O=C(Nc1ccncc1)C1c2ccccc2Oc2ccccc21	i	.
Cn1ncc2c(Sc3ccc(Cl)cc3)ncnc21	-0.1%	-12.0
COc1cc(-c2nnn(CC(=O)NCc3ccccc3)n2)cc(OC)c1OC	-4.0%	-1.1
CCc1noc(C)c1C(=O)N1CCCSC1=Nc1ccccc1C(C)C	i	.
CC(C)CN(CCNC(=O)c1cn(C)c2ccc(S(=O)(=O)N3CCCC3)cc2c1=O)CC(C)C	i	-0.3
Cc1ncsc1CCC(=O)N1CCCC(Nc2ccc(C(C)C)cc2)C1 (configuration not stated)	?	.
Cc1ccc(C(=O)NC2CCCCCC2)cc1S(=O)(=O)N1CCOCC1	?	.
O=C(O)CSCC(=O)N1CCCCC1	?	.
S=C(NC1CC1)SCc1ccco1	-3.9%	8.6
COc1cc(C)c(S(=O)(=O)n2ccc(C)n2)cc1C	?	.
Cc1ccc(C(C(=O)NC2CCCC2)N(Cc2ccccc2)C(=O)c2csnn2)o1 (configuration not stated)	?	.
O=C(c1ccc(F)cc1)N(Cc1ccco1)C1CCS(=O)(=O)C1 (configuration not stated)	15.6%	-8.7
COc1ccc(OC)c(NC(=O)C23CCC(C)(C(=O)O2)C3(C)C)c1 (configuration not stated)	20.4%	-8.6
Cc1ccc(NC(=S)N(Cc2ccco2)C2CCN(C(C)C)CC2)cc1	6.0%	-0.2
Cn1ncc2c(Nc3cccc4ccccc34)ncnc21	?	.
Cc1cc(C)c(NC(=O)CSc2nnc(SCC(=O)Nc3c(C)cc(C)cc3C)n2N)c(C)c1	?	.
CC(C)(C)c1ccc(C(=O)NC(=S)NNC(=O)c2cccs2)cc1	?	.
CCOc1ccc(C(=O)N2CCCC(c3nc(-c4ccc(C)o4)no3)C2)cc1 (configuration not stated)	?	.
CCc1ccc(CNC(=O)c2nn(C)c3c2CS(=O)(=O)c2ccccc2-3)cc1	?	.
CCOC(=O)C1CCN(C(=O)CCNS(=O)(=O)c2ccc(C)cc2)CC1	?	.
CC(=O)N(Cc1ccccc1C)c1cccc(C)c1C	9.7%	-7.5
CCNC(=S)NCc1ccc2c(c1)OCO2	-3.8%	-8.2
CCOC(=O)C1CCN(S(=O)(=O)c2ccc3[nH]c(=O)ccc3c2)CC1	?	.
CCN(CC)C(=O)COn1c(SCC(=O)N(CC)CC)nc2ccccc2c1=O	i	7.7
CCOc1ccc(C)cc1S(=O)(=O)n1ccc(C)n1	i	-12.0
Cc1cc(C)cc(NCCC#N)c1	-0.6%&11.9%	-4.6&6.5
COc1ccc(Cl)cc1NC(=O)NN1CCN(C)CC1	i	4.9
CC1CCCCN1C(=O)/C=C/c1ccccc1[N+](=O)[O-] (configuration not stated)	-1.6%	-7.6
C/C(CS(=O)(=O)c1ccc(Cl)cc1)=N/NC(N)=S	6.5%	7.5
Cc1sc(NC(=O)C2C3C=CC(C3)C2C(=O)O)c(C(N)=O)c1-c1ccc(C(C)C)cc1 (configuration not stated)	-0.6%	0.6
O=C1C2C3C=CC(C3)C2C(=O)N1/N=C/c1cn(Cc2ccc(F)cc2)c2ccccc12 (configuration not stated)	?	.
CSc1nnc(-c2cccs2)n1-c1ccccc1	?	.

Reprinted at random: 2 records from the list, in no set order.
SMILES	Lipid storage S3	Lipid storage S3 cell count max
O=C(O/N=C1/CCCc2occc21)c1ccc(F)cc1	?	.
O=C(O)CSCC(=O)N1CCCCC1	?	.

4 of the compounds above, with each value named.
> Cc1cc(C)cc(NCCC#N)c1
- Lipid storage S3: -0.6%&11.9%
- Lipid storage S3 cell count max: -4.6&6.5
> COc1ccc(Cl)cc1NC(=O)NN1CCN(C)CC1
- Lipid storage S3: i
- Lipid storage S3 cell count max: 4.9
> CC1CCCCN1C(=O)/C=C/c1ccccc1[N+](=O)[O-] (configuration not stated)
- Lipid storage S3: -1.6%
- Lipid storage S3 cell count max: -7.6
> C/C(CS(=O)(=O)c1ccc(Cl)cc1)=N/NC(N)=S
- Lipid storage S3: 6.5%
- Lipid storage S3 cell count max: 7.5

(cont.)
SMILES	Lipid storage S3	Lipid storage S3 cell count max
Cc1ccc(NS(=O)(=O)c2cc(OCC(N)=O)c(C)cc2Cl)cc1C	-0.3%	-0.3
O=C(CCCN=C1NS(=O)(=O)c2ccccc21)Nc1ccc(Cl)cc1	-2.2%	-7.3
C/C(=N\NC(=O)CCC(=O)Nc1ccc(C)c(C)c1)C1CC1	6.51µM*	18.1*
COc1ccc(C2C(C(C)=O)=C(C)Nc3ncnn32)cc1[N+](=O)[O-] (configuration not stated)	13.6%	15.3
Nc1ccc(C(=O)CC(=O)Nc2ccc(Cl)cc2)cc1	9.1%	-0.9
Brc1cccc(-c2cnc3n2CCCCC3)c1	?	.
CC(=O)c1ccc(N2CCN(C(=S)Nc3cccc(F)c3)CC2)cc1	?	.
CCOc1ccccc1NC(=O)C(Sc1nnc2ccccn12)c1ccccc1 (configuration not stated)	5.5%	0.5
Cc1ccc(N2CC(C(=O)Nc3ccc4c(c3)OCCO4)CC2=O)cc1C (configuration not stated)	i	16.2
COc1ccc(C2=NN(c3ccccc3)C(c3cccs3)C2)cc1 (configuration not stated)	-13.0%	-13.0
O=C(CN1C(=O)c2ccccc2S1(=O)=O)NCc1ccccn1	?	.
COc1nc(NC(C)C)nc(N(C#N)CN2C(=O)c3ccccc3S2(=O)=O)n1	?	.

Complete entries as entered above. Order of values: Lipid storage S3 | Lipid storage S3 cell count max
Nc1ccc(C(=O)CC(=O)Nc2ccc(Cl)cc2)cc1 as listed: 9.1% | -0.9
CCc1nn2c(=O)cc(CSc3nc(C)cc(=O)[nH]3)nc2s1 as listed: ? | .
CCOC(=O)c1cc(C(=O)NN)c(C)nc1C as listed: 18.5% | .
COCCN(CCOC)Cc1c(O)ccc2c1O/C(=C\c1ccco1)C2=O as listed: -5.3% | -8.4
O=C1C2C3C=CC(C3)C2C(=O)N1/N=C/c1cn(Cc2ccc(F)cc2)c2ccccc12 (configuration not stated) as listed: ? | .

Following part.
SMILES	Lipid storage S3	Lipid storage S3 cell count max
COc1cccc(C(=O)NC(=S)Nc2cccnc2)c1	1.9%	-2.3
C(=N\n1cnnc1)/c1cccc(OCCOc2ccccc2)c1	16.1%	-23.4
COc1ccc(C(=O)NCC(=O)OCC(=O)N2CC(C)CC(C)C2)cc1 (configuration not stated)	?	.
CCOc1cc(NC(=S)NCC2CCCO2)c(OCC)cc1NC(=O)c1cccc(C)c1 (configuration not stated)	-26.7%	-4.8
CC1(C)Cc2c(C#N)c(NCC3CCCO3)nc(-c3ccco3)c2CO1 (configuration not stated)	?	.
O=C(O)CC(=O)Nc1cc(Cl)ccc1O	?	.
CCCC1OC2CC3C4CCC5=CC(=O)C=CC5(C)C4C(O)CC3(C)C2(C(=O)O)O1 (configuration not stated)	-5.7%	-3.7

Assay outcomes (PubChem)
